Tb MetRS inh: Trypanosoma brucei MetRS inhibition; purified T. brucei MetRS, ATP depletion, Kinase-Glo luminescence; inhibition, % at 11.9 µM; hit rate 0.4% among 360,000; AID 624268;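 active = inhibition above a per-plate cutoff of the control wells' mean inhibition plus 3 SD, cut at about 5.5% in these data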;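 note: 0% = DMSO wells median and 100% = median of wells with control inhibitor compound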
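Measured by: Kinase-Glo luciferase luminescence reporting remaining unconsumed ATP. Material: purified T. brucei MetRS enzyme. Doses: 11.9 µM compound single dose, 0.9% DMSO. Medium: HEPES buffer containing pyrophosphatase, BSA, spermine, DTT. Times: 15 min preincubation, 2 h reaction, all 25 °C. Reagent: methionine, ATP and bulk E. coli tRNA.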
SUMO1 PPI mod: modulators of human SUMO1-mediated protein-protein interactions; P63165; SUMO1 binding to a labelled peptide, TR-FRET, 1 h; inhibition, % at 20 µM; hit rate 0.33% among 360,000; in the data active = inhibition above about 37%
Target sequence (P63165 whole entry, looked up): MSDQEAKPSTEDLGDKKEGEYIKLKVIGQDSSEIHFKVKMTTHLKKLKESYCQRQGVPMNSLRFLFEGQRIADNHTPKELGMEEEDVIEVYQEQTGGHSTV
STEP block: blocks human striatal-enriched tyrosine phosphatase; recombinant STEP, OMFP fluorogenic substrate, fluorescence; inhibition, % at 20 µM; hit rate 0.25% among 360,000;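 active = inhibition at 20 µM, scaled per plate between control wells, above about 37%, limit read from the data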;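 note: 0% = DMSO with enzyme and substrate and 100% = substrate only without enzyme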
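Material: STEP (striatal-enriched tyrosine phosphatase) enzyme, cell-free | Medium: 50 mM Bis-Tris pH 6.0 with 2.5 mM DTT and 0.005% Tween 20 | Read-out: Percent inhibition scaled to no-enzyme and uninhibited-enzyme controls, plate-pattern corrected | Signal: Fluorescence read at 480 nm ex / 540 nm em | Times: 20 min reaction, room temperature, in the dark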
MsrA inhibitor: inhibits bovine methionine sulfoxide reductase A; purified bovine MsrA, absorbance read-out; inhibition, % at 15.5 µM; hit rate 0.75% among 360,000; in the data active = inhibition above about 4.5%;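 note: 0% = vehicle wells with enzyme and 100% = reference inhibitor wells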
MsrA act: activators of bovine methionine sulfoxide reductase A | purified bovine MsrA, absorbance read-out | activation, % at 10.6 µM | hit rate 0.3% among 360,000; in the data active = activation above about 7.5%;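 note: 0% = vehicle and 100% = reference activator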
LMPTP block: LMPTP (human) inhibition; P24666; recombinant LMPTP-A, OMFP fluorogenic substrate, fluorescence intensity; inhibition, % at 20 µM; hit rate 0.22% among 360,000;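 active = compounds that cut the enzyme signal by at least half of the control window in the single-dose screen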;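 note: plate controls were DMSO wells with enzyme plus substrate for no effect and substrate without enzyme for full effect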
Target sequence (P24666 whole entry, looked up): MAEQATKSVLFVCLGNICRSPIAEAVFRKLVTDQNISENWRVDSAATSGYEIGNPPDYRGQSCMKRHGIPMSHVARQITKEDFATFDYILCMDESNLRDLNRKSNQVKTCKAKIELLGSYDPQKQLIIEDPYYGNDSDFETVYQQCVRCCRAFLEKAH
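Assay system: LMPTP-A enzyme. Input: 0.625 nM LMPTP-A final. Probe or stimulus: 400 µM OMFP. Compound dosing: single 20 µM dose. Schedule: 50 min dark incubation at room temperature. Detection: fluorescence intensity of OMFP turnover product. Read-out: percent inhibition versus substrate-only and uninhibited controls. Benchmarks: no-enzyme low control, uninhibited high control.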
DNMT1 block: blocks human DNA methyltransferase DNMT1; DNMT1 molecular beacon, Hinp1I cleavage, fluorescence; inhibition (reported as % activation of signal), % at 10 µM; hit rate 0.83% among 360,000; AID 588458; in the data active = inhibition above about 50%
Scp-1 inhibitor: inhibitors of human Scp-1 phosphatase | Q9GZU7 | Recombinant Scp1, phosphopeptide, malachite green phosphate absorbance | inhibition, % at 20 µM | hit rate 0.88% among 340,000 | AID 493091;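 active = inhibition above about 50% at 20 µM, limit read from the data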;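 note: plate controls were DMSO wells with enzyme for no effect and wells lacking enzyme for full effect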
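System: SCP-1 catalytic domain; Reagent: Phospho 17-mer peptide substrate; Doses: one concentration, 20 µM, with 1.0% DMSO; Incubation: 45 min room-temperature reaction, 5 min colour, 30 min stabiliser; Signal: Phosphate-binding colour reagent, absorbance read at 630 nm.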
NRP1-CendR mod: NRP-1/CendR interaction modulation; hit rate 0.85% among 360,000; inhibition, % at 25 µM; FAM-RPARPAR peptide binding to NRP-1, fluorescence polarization; O14786;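 active = inhibition or corrected inhibition above about 18%, plus a signal ratio from 0.5 to 1.5, limit read from the data, passing the limit was not always enough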; note: strong numbers were not always called active
E coli Lon inh: E. coli protease La inhibition. AID 602123. hit rate 0.42% among 360,000. inhibition, % at 7.94 µM. purified E. coli Lon protease, fluorescence polarization; in the data active = inhibition above about 13%, passing the limit was not always enough;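 note: 0% = enzyme with probe and DMSO and 100% = no enzyme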
Target sequence (P0A9M0 whole entry, looked up): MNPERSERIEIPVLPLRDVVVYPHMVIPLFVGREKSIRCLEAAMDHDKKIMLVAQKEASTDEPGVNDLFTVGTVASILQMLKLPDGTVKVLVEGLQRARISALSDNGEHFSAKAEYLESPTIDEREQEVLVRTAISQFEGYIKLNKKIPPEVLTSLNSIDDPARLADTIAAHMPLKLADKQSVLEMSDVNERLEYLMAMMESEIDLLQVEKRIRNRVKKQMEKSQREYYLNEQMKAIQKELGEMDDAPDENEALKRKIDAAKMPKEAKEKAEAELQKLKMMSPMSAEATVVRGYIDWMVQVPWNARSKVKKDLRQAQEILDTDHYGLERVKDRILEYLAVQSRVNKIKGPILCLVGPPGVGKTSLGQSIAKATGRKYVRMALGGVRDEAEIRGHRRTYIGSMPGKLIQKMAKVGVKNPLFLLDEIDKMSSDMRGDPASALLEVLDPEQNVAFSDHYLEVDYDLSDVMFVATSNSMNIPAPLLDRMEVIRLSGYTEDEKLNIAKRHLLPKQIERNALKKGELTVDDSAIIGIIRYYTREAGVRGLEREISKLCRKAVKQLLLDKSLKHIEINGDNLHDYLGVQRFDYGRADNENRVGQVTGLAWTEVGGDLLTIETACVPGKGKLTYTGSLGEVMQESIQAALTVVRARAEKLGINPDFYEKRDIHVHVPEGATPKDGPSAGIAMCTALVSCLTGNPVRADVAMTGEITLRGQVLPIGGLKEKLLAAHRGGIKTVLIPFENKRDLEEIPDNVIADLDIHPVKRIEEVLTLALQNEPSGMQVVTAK
Starred values were filed as active, the others as inactive; . = not tested or not shown.

SMILES	Tb MetRS inh	SUMO1 PPI mod	STEP block	MsrA inhibitor	MsrA act	LMPTP block	DNMT1 block	Scp-1 inhibitor	NRP1-CendR mod	E coli Lon inh
CCOC(=O)CCN(C(=S)Nc1ccccc1)C1CCCCC1	0.2	-2	0	2.2	-3	-1.7	1	-2	22	-5
COc1ccc(N(C)C(=O)CCS(=O)(=O)c2cccc3nonc23)cc1	-0.6	-18	-2	1.5	-1	0.3	0	2	3	-1
Nn1c(Nc2ccccc2)nc2ccccc21	-0.9	-1	1	1.4	0	0.4	-1	0	4	-9
Cc1cccc2nc(COc3ccc(Cl)c4cccnc34)cn12	-0.9	-13	4	2.1	-6	4.1	0	-4	4	-13
CN(C)C(=O)Nc1ccc(Cl)c(Cl)c1	-1.0	-3	-3	-2.0	-6	0.4	-2	.	-15	-2
COc1cccc(CN(C)C[C@@H]2OCc3cnnn3CCCC(=O)N([C@@H](C)CO)C[C@H]2C)c1	-0.9	5	1	-1.5	4	-3.3	-2	.	4	-6
CCOC(=O)c1c(C)[nH]c(C(=O)COC(=O)c2ccncc2)c1C	-0.8	-1	-2	0.0	-1	-1.4	-6	-7	-11	-13
CCN=C1SC(CC(=O)Nc2ccc3c(c2)OCO3)C(=O)N1CC (centres undefined)	-1.0	-5	1	-1.1	-6	-1.1	0	-8	8	1
Cc1ccc(N(C(=O)c2csnn2)C(C(=O)NC2CCCCC2)c2ccccn2)cc1C (centres undefined)	0.4	6	-5	0.5	-3	-1.3	-2	-7	-2	0
CC1CCN(C(=O)C2CCC(CNS(=O)(=O)c3cccc4cccnc34)CC2)CC1 (centres undefined)	-0.2	2	2	-1.2	-2	-2.1	4	.	-3	-2
Clc1ccccc1/C=N/NC1=Nc2cccc3cccc1c23	-1.5	-9	1	-0.1	-12	1.4	25	11	-21	32
CN1CCCNc2nc3ccccc3nc21	-0.4	-6	-3	1.9	-4	0.8	1	-11	-75	-36

The closing two entries of the part above lead into the next:
SMILES	Tb MetRS inh	SUMO1 PPI mod	STEP block	MsrA inhibitor	MsrA act	LMPTP block	DNMT1 block	Scp-1 inhibitor	NRP1-CendR mod	E coli Lon inh
Clc1ccccc1/C=N/NC1=Nc2cccc3cccc1c23	-1.5	-9	1	-0.1	-12	1.4	25	11	-21	32
CN1CCCNc2nc3ccccc3nc21	-0.4	-6	-3	1.9	-4	0.8	1	-11	-75	-36
CC(=O)c1ccccc1N(C(=O)Cn1nnc2ccccc21)C(C(=O)NCC1CCCO1)c1ccc(N2CCOCC2)cc1 (centres undefined)	-0.6	6	-2	0.3	-5	0.2	1	-11	12	-2
O=C(Oc1ccccc1C(=O)N1CCOCC1)c1ccccc1	-0.1	-3	-3	0.2	-1	-1.5	2	-2	-17	-2
COc1ccc(-c2nc3ccccn3c2CN2CCN(c3ccccc3F)CC2)cc1	-0.7	2	3	1.5	0	15	-7	-8	3	1
COc1ccc(C(=O)Nc2nc3cc4c(cc3s2)OCO4)c(OC)c1	-0.2	60*	-1	1.7	-2	0.7	-19	-17	-9	-1
O=C(N/N=C/c1sc2ccccc2c1O)c1ccccc1	0.2	-24	-5	.	-4	0.0	-2	-27	135	-379
O=C(N/N=C/c1ccc2c(c1)OCO2)c1cc(-c2ccccc2Cl)nc2ccccc12	0.5	0	2	-0.7	-3	-0.8	3	-5	10	12
O=C(Nc1ccc(Br)cc1)c1cc(-c2ccncc2)nc2ccccc12	-0.1	-18	0	0.4	-3	1.8	-16	-4	-12	-3
CC(=O)c1cccc(NS(=O)(=O)N2CCCCC2)c1	-0.5	1	1	-0.5	-1	-1.5	5	-5	-1	1
CCN1CCN(C(=O)/C=C/c2ccc(C(C)C)cc2)CC1	-0.3	-3	2	1.3	-2	-1.6	5	4	5	8
Cc1sc2ncn(CC(=O)NCCN(C)C)c(=O)c2c1S(=O)(=O)N1CCC(C)CC1	0.3	0	-2	-0.4	-2	-0.8	-1	-10	9	-9
C=CCn1cnc2scc(-c3ccc(CC)cc3)c2c1=O	0.1	-1	-2	-0.1	-4	1.2	1	-7	3	-3
Cc1cc(C)n2nc(C(=O)OCC(=O)Nc3ccc(C)c(S(=O)(=O)N(C)C)c3)nc2n1	-0.3	1	-1	2.1	-4	-0.8	1	-2	9	6
COc1ccccc1NC(=O)COc1ccc(C(=O)OCC(=O)N2CCCC2=O)cc1OC	-0.3	2	1	-1.2	-1	0.9	46	-5	0	3
COC(=O)c1cc(S(=O)(=O)NCCN2CCN(c3ccccc3F)CC2)c[nH]1	-0.3	0	-2	0.9	-1	-1.0	0	-9	18	1
COc1ccc(CCNC(=O)c2cc3c(=O)n4ccccc4nc3n(C3CCCCC3)c2=N)cc1	0.1	-33	1	-0.3	-2	3.0	-5	14	-9	-11
COc1ccc2[nH]c(C(=O)N3CCN(C)CC3)c(C)c2c1	-0.9	-1	1	1.2	3	-1.2	-3	-5	6	-4
c1c2c(cc3sc(N4CCCCC4)nc13)OCO2	-0.6	0	-4	2.3	-2	-0.4	0	-4	11	-10
O=C(N/C(=C/c1cccs1)C(=O)N1CCOCC1)c1ccco1	-0.9	-1	-3	1.0	-6	-0.9	2	-2	-8	-5
Cc1csc(SCC(=O)Nc2sccc2C#N)n1	-0.6	10	2	0.4	-1	7.7	7	21	-18	-19
O=C1c2ccccc2C(Nc2ccc(F)c(Cl)c2)N1c1ccccn1 (centres undefined)	0.0	2	-2	-0.6	-1	1.3	-9	-3	11	7
CCn1nc(C)c(CN2CCc3c([nH]c4ccccc34)C2c2ccc(F)c(OC)c2)c1C (centres undefined)	-0.7	-6	0	-0.6	-6	1.9	-9	-8	3	0
CCCCNc1ccc(C(CC(N)=O)NC(=O)Cc2cccc3ccccc23)cc1[N+](=O)[O-] (centres undefined)	-0.2	-4	1	0.0	-3	2.1	51*	-6	-26	-4
CCOc1ccc(NS(=O)(=O)c2ccc(C)c(C(=O)NCCCn3ccnc3)c2)cc1	-1.2	1	0	-1.3	-5	0.3	-4	-1	7	-2
Cc1ccc(S(=O)(=O)Nc2cccnc2)c(C)c1C	-0.4	4	0	-0.1	-4	1.3	0	-8	0	10
O=C(NCC(c1ccc(F)cc1)N1CCOCC1)c1ccccc1F (centres undefined)	-1.3	0	1	-0.6	-10	-0.8	3	-6	-2	2
CC(C(=O)NCC1CCCO1)N(C(=O)c1snc(C(N)=O)c1N)c1cccc(F)c1 (centres undefined)	-0.2	-9	-1	2.7	-1	-1.5	-3	-8	-4	-1
O=C(CN(Cc1ccc(F)cc1)C(=O)c1csnn1)NCc1ccc2c(c1)OCO2	-0.9	-2	-2	-0.9	-8	-0.7	2	4	0	7
Cn1c(=O)c2c(nc3n2CCCN3CCc2ccccc2)n(C)c1=O	0.6	1	0	-0.1	-1	0.4	-2	5	1	-3
CC(=O)Oc1cc2c3c(c1)/C(=C1/SC(=S)NC1=O)C(=O)N3C(C)(C)C=C2C	-0.5	-5	4	-1.6	-2	2.6	-6	-11	23	3
COc1ccc(CN(C)C(=O)CCCNC(=O)c2ccc(Cl)cc2)cc1	0.9	6	0	-1.0	-7	-0.3	4	37	2	5
Cc1oc(-c2ccc(Cl)cc2)nc1CSCC(=O)NC1CCN(Cc2ccccc2)CC1	0.5	0	-2	-0.1	-1	-0.6	-2	-6	-2	-6
O=C(COc1ccc(Cl)cc1)Nc1cc(S(=O)(=O)N2CCCCC2)ccc1N1CCCCC1	-0.4	-3	5	3.1	-1	3.3	-7	-5	-11	-9
C[C@@H]1COC(=O)[C@H](Cc2ccc(F)cc2)C/C=C\C[C@@H](CC(=O)NCCO)C(=O)N1	-0.1	4	-3	0.8	-2	-0.9	4	-2	3	-3
Cc1nc2ccccc2cc1C(=O)NCc1ccccc1	-0.7	2	1	0.3	-6	-3.0	3	-7	0	-1
CC1Cc2nc(SCC(=O)NCc3ccco3)n(-c3ccccc3)c(=O)c2S1 (centres undefined)	0.2	-2	2	1.8	-2	-0.5	1	2	7	-12
COc1ccc(/C=N/n2cc(-c3ccccc3)nc2N)cc1	-1.5	-4	-3	.	-10	0.1	-8	-8	-6	4
Cc1cc2sc(C(=O)O)c(C)c2s1	-0.3	3	-6	-0.5	-3	-1.1	2	-10	3	-7
CCc1ccc(C(=O)/C=C/NCc2ccc(F)cc2)cc1	-0.2	-3	-1	-0.8	-2	0.7	5	-11	0	9
Cc1ccc(OCc2nc3ccccc3n2C(C)C(=O)Nc2c(C)cccc2C)cc1 (centres undefined)	0.2	0	.	0.0	.	1.3	.	.	-8	.
c1ccc2[nH]c(SCC3CCCCO3)nc2c1 (centres undefined)	0.1	-2	-3	-1.2	-3	-2.2	0	-3	-1	2
COc1cc(OC)cc(C(=O)N[C@H](C(=O)NCCc2ccc(S(N)(=O)=O)cc2)C(C)C)c1	0.8	-8	0	0.4	-4	-1.1	-1	-5	10	7

4 of the compounds above, field by field:
SMILES: Cc1ccc(OCc2nc3ccccc3n2C(C)C(=O)Nc2c(C)cccc2C)cc1 (centres undefined)
  Tb MetRS inh = 0.2; SUMO1 PPI mod = 0; STEP block = .; MsrA inhibitor = 0.0; MsrA act = .; LMPTP block = 1.3; DNMT1 block = .; Scp-1 inhibitor = .; NRP1-CendR mod = -8; E coli Lon inh = .

SMILES: c1ccc2[nH]c(SCC3CCCCO3)nc2c1 (centres undefined)
  Tb MetRS inh = 0.1; SUMO1 PPI mod = -2; STEP block = -3; MsrA inhibitor = -1.2; MsrA act = -3; LMPTP block = -2.2; DNMT1 block = 0; Scp-1 inhibitor = -3; NRP1-CendR mod = -1; E coli Lon inh = 2

SMILES: CCc1ccc(C(=O)/C=C/NCc2ccc(F)cc2)cc1
  Tb MetRS inh = -0.2; SUMO1 PPI mod = -3; STEP block = -1; MsrA inhibitor = -0.8; MsrA act = -2; LMPTP block = 0.7; DNMT1 block = 5; Scp-1 inhibitor = -11; NRP1-CendR mod = 0; E coli Lon inh = 9

SMILES: Cc1cc2sc(C(=O)O)c(C)c2s1
  Tb MetRS inh = -0.3; SUMO1 PPI mod = 3; STEP block = -6; MsrA inhibitor = -0.5; MsrA act = -3; LMPTP block = -1.1; DNMT1 block = 2; Scp-1 inhibitor = -10; NRP1-CendR mod = 3; E coli Lon inh = -7

Compounds were not picked by outcome; 4.3% or so of the library scored in one or more.
